T cell modulator – modulates CD8 T cell binding to vesicles. 2C CD8+ T cell-vesicle binding, flow cytometry; stronger effect = lower value. calls only at 7 µM. 330,000 tested, 0.068% active. AID 2052;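 active = response, share of CD8 T cells binding vesicles, and their 90th percentile fluorescence all below set limits, cut at about 80% in these data, passing the limit was not always enough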
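Benchmarks: naked versus QL9-loaded vesicles / Assay system: purified 2C TCR transgenic mouse naive CD8+ T cells / Technique: high-throughput flow cytometry with anti-B7-1 and anti-CD8 staining / Timing: Cell–vesicle co-incubation 1.5 h at 37 °C, staining 20 min on ice / Read-out: percent CD8+ FL2 mean versus row control / Probe or stimulus: QL9-loaded Drosophila micro-vesicles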
Lipid droplet – hepatic lipid droplet formation modulation | AML12 mouse hepatocytes, oleate lipid droplets, BODIPY imaging | inhibition, % at 6.5 µM | 240,000 tested, 0.4% active | AID 1656;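 active = lipid droplet intensity inhibited by at least 50%, with more than 500 cells counted; inconclusive = wells with under 300 cells, treated as cytotoxic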
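Assay system: AML12 hepatocytes (mouse); Probe or stimulus: oleic acid at 100 µM to induce lipid droplet formation; Dosing: compound at 6.5 µM only; Schedule: compound with oleate, overnight; Detection: fluorescence imaging, 20x objective, two fields per well; Measure: % inhibition of lipid droplet signal.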
bCat nuc transl – beta-catenin nuclear translocation modulation; HeLa beta-catenin nuclear translocation, immunofluorescence imaging; nuclear translocation activity, % at 5 µM; 190,000 tested, 0.3% active; AID 1665;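 active = nuclear translocation activity above 50% at 5 µM, with a well cell count of 50 or more; inconclusive = wells under 50 cells across six images, flagged as toxic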;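 note: per-cell ratio of nuclear to cytoplasmic median beta-catenin stain intensity; plate controls were DMSO negative control for no effect and GSK-3 inhibitor IX positive control for full effect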
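Test system: HeLa cells, endogenous beta-catenin; Compound: single 5 µM dose plus 0.02–20 µM confirmation series; Times: compound exposure 24 h at 37°C; Signal: fluorescence imaging of beta-catenin antibody stain plus DAPI; Read-out: % activation, nuclear-to-cytoplasmic median beta-catenin signal ratio per cell.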
WT yeast gro inh – growth inhibition of WT yeast, mitochondrial fusion screen | mitochondrial fusion phenotypic screen, WT strain | inhibition, % at 10 µM | 190,000 tested, 2.1% active; in the data active = inhibition above about 58%; tested in S. cerevisiae
Insulin prom up – MIN6 insulin promoter up-regulation | MIN6 insulin promoter-GFP reporter, high-content imaging; stronger effect = higher value | z-score at 5 µM | 190,000 tested, 0.3% active | AID 1625;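 active = z-score above 3 at 5 µM with at least 500 cells counted in the well; inconclusive = wells under 500 cells, flagged as cytotoxic or low count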
Myeloid diff 2 – myeloid differentiation induction. ER-HoxA9 myeloid progenitors, lysozyme-GFP differentiation, flow cytometry. calls only at 10 µM. 360,000 tested, 1% active;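 active = normalized GFP-positive differentiation at or above the plate's own cutoff, the solvent-only control mean plus 3 SD; inconclusive = no clear call, values can overlap the other calls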;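 note: cells exposed to compound for four days before flow analysis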
Autophagy HCS – autophagy modulation, high-content screen. 190,000 tested, 0.98% active. AID 463193. calls only at 10 µM (by protocol). MEF GFP-LC3 puncta imaging; test concentration mostly 10 µM;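 active = percentage of spot-positive cells more than 3 SD above its plate mean, without a fluorescence outlier flag or 80% toxicity; inconclusive = no clear call, values can overlap the other calls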;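 note: spot-positive cell cutoff set from DMSO-treated cells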
MT stabilize HCS – microtubule stabilizers in HeLa cells. 200,000 tested, 0.83% active. % tubulin-high responders, % at 10 µM. HeLa tubulin immunostaining HCS, 24 h; share of cells brighter than vehicle mean+2SD;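 active = plate Z-score above 3 for both tubulin-high and condensed-nucleus cell shares, with cell loss under 80%, at 10 µM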;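 note: anti alpha tubulin signal scored within the nucleus-defined area of each cell; some results filed as inactive read as strong as hits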
West Nile virus CPE – inhibition of WNV-induced cytopathic effect – cell-based, CPE readout (AID 1621); 290,000 tested, 0.02% active; West Nile virus-infected cells, CPE inhibition; higher % means a stronger effect; one-dose CPE inhibition, % at 10 µM; IC50 in µM for titrated hits; in the data active = a potency from the dose series; inconclusive = CPE inhibition mostly from about 3.7% at the one dose, without a potency; inactive = the rest, 99 in 100 with CPE inhibition below about 2.2%; note: strong numbers were not always called active
WT yeast gro inh mutant strain – also measured in WT yeast gro inh; calls as there; inhibition, %; mitochondrial fusion phenotypic screen, mutant strain inhibition
Insulin prom up cell count – further read-out of Insulin prom up, marked with its call; cell count; measured here: cytotoxicity, nuclei count;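 total cells summed across four imaged fields per well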
Lipid droplet cells 6.5 µM – also measured in Lipid droplet; calls as there; cell count; measured here: cell count, cytotoxicity flag;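 cells counted across two imaged fields per well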
bCat nuc transl cell count 5 µM – further read-out of bCat nuc transl, marked with its call; cell count; measured here: cell count, cytotoxicity flag
T cell modulator vesicle-bound % – recorded beside T cell modulator, whose call it bears; double positive events, %; measured here: CD8+ vesicle-bound cell fraction;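 binding gate set so that unloaded-vesicle control wells show 10% double positive cells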
MT stabilize HCS Hoechst-high % – recorded beside MT stabilize HCS, whose call it bears; % Hoechst-high responders; measured here: nuclear condensation Hoechst responders;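 share of cells brighter than vehicle mean plus two SD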
MT stabilize HCS cytotoxicity % – also measured in MT stabilize HCS; calls as there; toxicity, %; measured here: cytotoxicity by cell density;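 0% = mean cell density of plate MIN control wells and 100% = no cells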
Autophagy HCS cell loss 18 h – further read-out of Autophagy HCS, marked with its call; toxicity, %; measured here: cell loss, nuclei count;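 cell loss after 18 h compound exposure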
Myeloid diff 2 GFP+ MAC1+ % – recorded beside Myeloid diff 2, whose call it bears; GFP+ MAC1+ double positive, %; measured here: differentiation confirmed by MAC1 staining
* hit, by the source's call; i = inactive; ? = inconclusive; · = no result given.

SMILES	T cell modulator	T cell modulator vesicle-bound %	Lipid droplet	Lipid droplet cells 6.5 µM	bCat nuc transl	bCat nuc transl cell count 5 µM	WT yeast gro inh	WT yeast gro inh mutant strain	Insulin prom up	Insulin prom up cell count	Myeloid diff 2	Myeloid diff 2 GFP+ MAC1+ %	Autophagy HCS	Autophagy HCS cell loss 18 h	MT stabilize HCS	MT stabilize HCS Hoechst-high %	MT stabilize HCS cytotoxicity %	West Nile virus CPE
C/C(=N/N=C(\C)c1ccccc1O)c1ccccc1O	i	35	-1	802	·	·	·	·	·	·	i	0.4	·	·	·	·	·	-0.3%
N#CCSc1nc2[nH]ncc2c(=O)n1-c1ccccc1Br	i	45	-3	733	-1.7	1136	-2	-5	·	·	i	0.6	i	-6	2.8	1.4	1.7	0.5%
N#Cc1cccc(NC(=O)COC(=O)CCc2nc3ccccc3c(=O)[nH]2)c1	i	22	30	769	-2.7	1103	12	5	·	·	i	1.4	i	-6	1.5	1.7	7.6	0.3%
CC12CC(c3ccccc3O1)C(C(=O)N1CCOCC1)C(=O)N2 (stereo not drawn)	i	3	·	·	-0.7	1446	-7	0	-0.04	1331	i	1.1	i	3	3.0	2.5	5.5	0.0%
COc1ccc(Cl)cc1NC(=O)c1cccc(N2C(=O)C3CC=CCC3C2=O)c1 (stereo not drawn)	i	14	-13	762	·	·	·	·	·	·	i	0.6	·	·	·	·	·	-0.8%
COP(=O)(c1ccc(N(C)C)cc1)C(O)c1ccccc1 (stereo not drawn)	i	34	-3	823	·	·	·	·	·	·	i	0.4	·	·	·	·	·	-0.2%
NC(=O)Cc1nc(-c2ccc(Br)cc2)cs1	i	44	1	653	-2.7	523	-16	2	-0.19	1321	i	0.2	i	8	2.2	1.9	0.6	-0.8%
CCN(CC)C(=O)CSc1nc(-c2ccc(C)cc2)nc2c1COC(C)(C)C2	i	41	16	792	·	·	-13	-10	-0.94	919	i	0.7	i	-1	2.0	1.9	7.8	-0.2%
COc1ccc(C(=O)c2sc(Nc3ccccc3)c(C(=O)Nc3ccc(OC)c(OC)c3)c2N)cc1	i	33	-37	701	2.7	1049	14	6	-2	1014	i	0.7	i	-13	2.6	2.0	2.0	0.6%
Cc1nc2c(Cl)cc(Cl)cc2[nH]1	i	50	·	·	4.2	1219	19	-11	-0.31	1461	i	0.7	i	-23	2.8	4.4	0.3	0.0%

An excerpt of the results above, for reference:
SMILES	T cell modulator	T cell modulator vesicle-bound %	Lipid droplet	Lipid droplet cells 6.5 µM	bCat nuc transl	bCat nuc transl cell count 5 µM	WT yeast gro inh	WT yeast gro inh mutant strain	Insulin prom up	Insulin prom up cell count	Myeloid diff 2	Myeloid diff 2 GFP+ MAC1+ %	Autophagy HCS	Autophagy HCS cell loss 18 h	MT stabilize HCS	MT stabilize HCS Hoechst-high %	MT stabilize HCS cytotoxicity %	West Nile virus CPE
C/C(=N/N=C(\C)c1ccccc1O)c1ccccc1O	i	35	-1	802	·	·	·	·	·	·	i	0.4	·	·	·	·	·	-0.3%
N#CCSc1nc2[nH]ncc2c(=O)n1-c1ccccc1Br	i	45	-3	733	-1.7	1136	-2	-5	·	·	i	0.6	i	-6	2.8	1.4	1.7	0.5%
N#Cc1cccc(NC(=O)COC(=O)CCc2nc3ccccc3c(=O)[nH]2)c1	i	22	30	769	-2.7	1103	12	5	·	·	i	1.4	i	-6	1.5	1.7	7.6	0.3%
CC12CC(c3ccccc3O1)C(C(=O)N1CCOCC1)C(=O)N2 (stereo not drawn)	i	3	·	·	-0.7	1446	-7	0	-0.04	1331	i	1.1	i	3	3.0	2.5	5.5	0.0%
COc1ccc(Cl)cc1NC(=O)c1cccc(N2C(=O)C3CC=CCC3C2=O)c1 (stereo not drawn)	i	14	-13	762	·	·	·	·	·	·	i	0.6	·	·	·	·	·	-0.8%

More entries
SMILES	T cell modulator	T cell modulator vesicle-bound %	Lipid droplet	Lipid droplet cells 6.5 µM	bCat nuc transl	bCat nuc transl cell count 5 µM	WT yeast gro inh	WT yeast gro inh mutant strain	Insulin prom up	Insulin prom up cell count	Myeloid diff 2	Myeloid diff 2 GFP+ MAC1+ %	Autophagy HCS	Autophagy HCS cell loss 18 h	MT stabilize HCS	MT stabilize HCS Hoechst-high %	MT stabilize HCS cytotoxicity %	West Nile virus CPE
CC1=CC(C)C2(COC(c3ccc[n+](C)c3)OC2)C(C)C1 (stereo not drawn)	·	·	-22	679	-2.5	983	5	-4	-2.6	800	i	0.2	i	11	2.1	1.9	12	0.1%
CCOC(=O)C1=C(C)NC(SCC(=O)Nc2cc(C)on2)=C(C#N)C1c1cccs1 (stereo not drawn)	i	18	-8	799	0.5	1101	4	0	-2.9	1186	i	7.3	i	-3	3.1	2.6	6.6	0.3%
CCCCNC(=O)c1ccccc1NC(=O)c1ccccc1N(C)S(C)(=O)=O	i	22	0	746	·	·	11	13	0.57	1129	i	1.7	i	-4	3.5	2.1	5.4	-0.1%
C(=N\Nc1nc(N2CCCCC2)nc(N2CCCCC2)n1)/c1c[nH]c2ccccc12	i	51	-4	711	0.0	1532	63*	32*	0.35	1395	i	0.0	i	21	1.5	0.7	1.8	-1.0%
CCC(C)Nc1nc(C)nc2c1oc1ccccc12 (stereo not drawn)	i	18	-1	680	1.2	1288	·	·	-0.85	1026	i	0.7	·	·	·	·	·	-1.1%
CC(C)n1cc(CN2CCCC(C(=O)Nc3cccc(-c4cc5ccccc5[nH]4)c3)C2)cn1 (stereo not drawn)	i	11	-5	662	·	·	·	·	·	·	?	·	·	·	·	·	·	12%
CC(Oc1ccccc1)C(=O)Nc1ccc(S(=O)(=O)NCC2CCCO2)cc1 (stereo not drawn)	i	35	6	681	-0.2	1028	12	-7	-0.03	1621	i	3.3	i	0	1.9	1.5	0.4	-0.9%
CCOc1ccc(-n2ccnc2SCC(=O)NCc2ccc3c(c2)OCO3)cc1	i	38	·	·	0.2	1394	34	19	-0.47	1150	i	0.8	i	-18	5.0	4.3	4.7	-0.2%
Cc1cc(C)n2ncc(C(=O)Nc3ccc4c(c3)OCO4)c2n1	i	36	3	755	·	·	20	17	-0.09	1391	i	0.5	i	-7	3.2	1.4	6.1	-0.1%
COc1cccc(N(C(C)=O)c2nc(C)cc(C)c2C#N)c1	i	20	-17	625	·	·	6	-1	0.29	1234	i	0.9	i	-3	3.9	1.1	4.0	0.1%
COc1ccc(OC)c(S(=O)(=O)N(C)CC(=O)N2CCN(c3ccc(F)cc3)CC2)c1	i	30	-17	672	-0.3	1081	13	-1	2.1	1382	i	2.4	i	-6	1.5	0.8	37	-0.7%
CS(=O)(=O)N1CCc2cc(-c3csc(NC(=O)Cc4ccccc4)n3)ccc21	i	9	1	690	1.1	969	25	-2	0.29	1275	i	3.4	i	0	3.1	1.4	8.9	1.2%
Cc1cccc(N(C(=O)Cc2cccs2)C(C(=O)NCc2ccco2)c2ccncc2)c1 (stereo not drawn)	i	52	10	683	-0.4	1518	-5	5	-0.75	1568	i	0.0	i	4	2.2	2.5	3.7	-1.1%
O=c1[nH]c(Nc2ccc(F)cc2)cc2ccccc12	i	7	-2	845	-2.8	1090	8	15	0.34	731	i	0.5	i	-14	1.6	1.6	13	0.6%
CCC(C)NS(=O)(=O)c1ccc(OCC(=O)NCc2ccccn2)cc1 (stereo not drawn)	i	43	4	591	-0.8	1580	3	-4	0.22	1439	i	0.0	i	4	3.2	1.8	7.0	-0.2%
CN(C)c1ccc([C@@H]2[C@@H]([N+](=O)[O-])[C@H]3C=Cc4ccccc4N3[C@H]2C(=O)c2ccc(Cl)cc2)cc1	i	32	-16	629	3.3	1096	3	-1	-2.3	591	i	2.2	i	1	20	2.6	7.1	0.0%
CCOC(=O)CC(=O)CSc1nc2c(c(C)c1C#N)CCC2	i	53	·	·	-0.6	819	-1	7	-1.1	1315	i	1.1	i	11	2.3	2.0	13	·
COc1ccc2cc3c(N)c(C(=O)N4CCCC4)sc3nc2c1	i	49	7	736	-2.3	1231	52	-4	1.8	1154	·	·	i	-2	1.8	1.3	4.0	0.4%
Cc1ccn2c(-c3n[nH]c(=S)n3Cc3ccccc3)c(C)nc2c1	i	3	8	715	-1.2	606	-7	-2	0.19	1211	i	1.9	i	9	1.1	2.7	1.5	0.2%
COc1ccccc1Cn1nnc2c(=O)[nH]c(C3CCN(C(=O)c4ccc(C)cc4)CC3)nc21	i	28	·	·	-0.6	1409	-11	4	-0.14	1538	·	·	i	1	5.2	4.5	10	·
O=C(CSCc1ccccc1)N/N=C/c1ccc(OCC(=O)N2CCCCC2)cc1	i	35	5	697	-0.5	1112	9	23	·	·	i	0.3	i	4	2.8	1.2	3.9	-0.3%
CO/N=C(/CS(=O)(=O)c1ccc(Br)cc1)c1ccc(OC)cc1	i	53	-10	749	·	·	51	42	0.41	976	i	1.2	i	14	15	5.1	25	-0.4%
CCOc1ccc(C(=O)NC(=S)Nc2ccc(N3CCCCC3)cc2)cc1[N+](=O)[O-]	i	39	-5	605	0.3	1125	28	14	-0.39	1333	i	0.0	i	8	4.8	1.2	9.7	-0.7%
O=C(c1ccccc1)c1c[nH]c(C(=O)NNc2cccc(Cl)n2)c1	i	49	-13	676	-2.0	908	-3	-11	0.57	1565	i	0.3	i	3	2.2	2.3	4.4	-0.3%

Bioassay records: PubChem, several laboratories
